Bioassay records deposited in PubChem BioAssay by NMMLSC.
MEP2 TOR yeast: yeast TOR pathway MEP2-GFP modulation; AID 2016; 0.51% of 330,000 active; S. cerevisiae MEP2-GFP strain, flow cytometry GFP, 3 h; 100% = DMSO control level; GFP response vs DMSO, % at 10 µM;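 active = GFP response versus DMSO above a set limit, roughly screen mean plus 3 SD, cut at about 180% in these data; inconclusive = fewer than 70 cells counted for a yeast strain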;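 note: median GFP fluorescence of the barcode-gated MEP2-GFP cells per well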
GRK2 aptamer HTS: blocks RNA aptamer binding to human GRK2; P25098; bead flow cytometry, FAM-aptamer displacement from GRK2; inhibition of aptamer binding, % at 10 µM; 0.59% of 330,000 active; AID 488847;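 active = inhibition of aptamer binding above 40%, roughly 3 SD of noise, on plates passing a quality check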;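 note: median bead fluorescence of bound FAM aptamer so fluorescent compounds give negative values; no value below 0 was filed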
AGP1-GFP MLPCN: alters AGP1-GFP fluorescence in TOR pathway yeast screen. S. cerevisiae AGP1-GFP multiplex flow cytometry, 3 h; GFP as percent of DMSO wells. GFP response vs DMSO, % at 10 µM. 0.02% of 320,000 active. AID 2066;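 active = GFP response relative to DMSO above a set limit, near screen average plus 3 SD, cut at about 150% in these data; inconclusive = fewer than 70 cells counted for the yeast strain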;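 note: median GFP channel fluorescence of the gated AGP1 strain per well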
CIT2-GFP yeast: yeast TOR pathway CIT2-GFP modulation | S. cerevisiae CIT2-GFP strain, flow cytometry, 3 h; 100 means same as DMSO wells | GFP response vs DMSO, % at 10 µM | 0.065% of 320,000 active;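 active = GFP response relative to DMSO above a set limit, near the screen mean plus 3 SD, cut at about 150% in these data; inconclusive = Fewer than 70 cells measured for a yeast strain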;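 note: ratio of well median GFP fluorescence to mean of DMSO wells on the plate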
Yeast superoxide: yeast age-related superoxide inhibition as caloric restriction mimetic; 0.18% of 330,000 active; AID 2690; S. cerevisiae aged cells, superoxide DHE fluorescence; hits give low values; superoxide response (% of plate mean), % at 10 µM;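 active = superoxide response under a set limit, about three screen SD below normal, cut at about 65% in these data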;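 note: yeast aged for seven days with compound at 30 °C before DHE staining; 100% = average MFI of all compound-treated wells on the plate with controls excluded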
VLA-4 inh: inhibition in a human VLA-4 binding assay. VLA-4 expressing cells, ligand binding flow cytometry. AID 2557. 0.2% of 330,000 active. P13612. inhibition, % (about 7 µM as worked out from the volumes in the protocol); in the data active = inhibition above about 50%
Target sequence (P13612 whole entry, looked up): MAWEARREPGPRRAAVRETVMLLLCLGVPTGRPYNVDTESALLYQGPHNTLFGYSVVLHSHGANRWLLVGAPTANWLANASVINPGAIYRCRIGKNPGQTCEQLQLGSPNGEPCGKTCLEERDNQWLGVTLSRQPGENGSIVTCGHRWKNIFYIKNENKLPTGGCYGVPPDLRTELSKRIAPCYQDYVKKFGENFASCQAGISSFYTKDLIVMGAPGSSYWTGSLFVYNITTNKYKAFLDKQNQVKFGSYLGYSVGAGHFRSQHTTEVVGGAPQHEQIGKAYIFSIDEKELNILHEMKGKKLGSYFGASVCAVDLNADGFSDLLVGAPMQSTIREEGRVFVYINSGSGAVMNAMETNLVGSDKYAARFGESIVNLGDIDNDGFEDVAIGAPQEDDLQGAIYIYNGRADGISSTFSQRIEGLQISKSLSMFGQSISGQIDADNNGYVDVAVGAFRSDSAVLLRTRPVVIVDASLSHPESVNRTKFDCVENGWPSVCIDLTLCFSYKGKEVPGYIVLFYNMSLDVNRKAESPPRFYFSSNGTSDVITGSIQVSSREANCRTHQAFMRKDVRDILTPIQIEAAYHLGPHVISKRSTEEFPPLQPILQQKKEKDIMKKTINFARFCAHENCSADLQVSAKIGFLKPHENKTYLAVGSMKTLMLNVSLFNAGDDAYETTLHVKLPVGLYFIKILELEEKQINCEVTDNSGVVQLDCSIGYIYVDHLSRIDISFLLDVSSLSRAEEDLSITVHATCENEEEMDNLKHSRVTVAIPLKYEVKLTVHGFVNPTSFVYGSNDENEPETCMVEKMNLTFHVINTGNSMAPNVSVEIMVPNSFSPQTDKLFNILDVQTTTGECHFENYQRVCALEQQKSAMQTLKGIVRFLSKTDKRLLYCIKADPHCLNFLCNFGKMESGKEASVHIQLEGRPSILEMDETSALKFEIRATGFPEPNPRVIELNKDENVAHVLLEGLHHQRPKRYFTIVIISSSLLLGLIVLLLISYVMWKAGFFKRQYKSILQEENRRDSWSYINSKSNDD
LAP4 TOR yeast: modulators of TOR pathway LAP4-GFP in S. cerevisiae | AID 2023 | GFP response vs DMSO, % at 10 µM | 0.34% of 320,000 active | S. cerevisiae LAP4-GFP multiplex, flow cytometry GFP, 3 h; median GFP as percent of DMSO wells;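 active = GFP response vs DMSO above a set limit, about the screen mean plus 3 SD, cut at about 150% in these data; inconclusive = under 70 cell events counted for the yeast strain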
RPL19A-GFP yeast: yeast TOR pathway RPL19A-GFP modulation; S. cerevisiae RPL19A-GFP strain, flow cytometry, 3 h; hits give low values; percent response vs DMSO, % at 10 µM; 0.3% of 330,000 active; AID 2025;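 active = percent response vs DMSO below 50%; inconclusive = fewer than 70 events counted for the yeast strain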;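 note: median channel GFP fluorescence of the barcoded RPL19A-GFP strain; ratio of sample median GFP to plate DMSO average so 100% = DMSO; lower means less RPL19A-GFP as with rapamycin TOR inhibition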
An asterisk follows results filed as active; ? = inconclusive; . = no result given; [ ] = another dose, or the depositor's remark.

Preview (three entries):
SMILES	MEP2 TOR yeast	GRK2 aptamer HTS	AGP1-GFP MLPCN	CIT2-GFP yeast	Yeast superoxide	VLA-4 inh	LAP4 TOR yeast	RPL19A-GFP yeast
CCOC(=O)c1cc(=O)cc(C(=O)OCC)o1	106	0	98	100	104	-2	103	103
O=C(Cn1c(=O)n(-c2ccccc2)c(=O)n1CC(=O)N1CCCCC1)N1CCCCC1	104	3	92	93	70	4	100	94
CC(=O)N1CCN(Cc2nc3cc(NC(=O)COc4ccccc4)ccc3n2C)CC1	95	0	95	100	88	-9	96	98

This part in full, previewed entries included:
SMILES	MEP2 TOR yeast	GRK2 aptamer HTS	AGP1-GFP MLPCN	CIT2-GFP yeast	Yeast superoxide	VLA-4 inh	LAP4 TOR yeast	RPL19A-GFP yeast
CCOC(=O)c1cc(=O)cc(C(=O)OCC)o1	106	0	98	100	104	-2	103	103
O=C(Cn1c(=O)n(-c2ccccc2)c(=O)n1CC(=O)N1CCCCC1)N1CCCCC1	104	3	92	93	70	4	100	94
CC(=O)N1CCN(Cc2nc3cc(NC(=O)COc4ccccc4)ccc3n2C)CC1	95	0	95	100	88	-9	96	98
CCc1cc(=O)oc2c(C)c(OCC(=O)NC3CC(C)(C)NC(C)(C)C3)ccc12	98	0	96	91	115	3	89	93
CCc1sc(C(=O)NCc2ccccc2)cc1C	104	1	100	93	99	-1	108	110
CC1C(=O)N2CCCc3cc(S(=O)(=O)NCc4ccc(F)cc4)cc1c32 (stereo not drawn)	104	0	106	106	94	8	94	105
N#Cc1ccc(/C=C(\C(=O)C(=O)O)c2ccc3ccccc3n2)cc1	98	2	97	93	94	2	101	94
O=C(Cc1ccccc1)c1ccc(Cl)cc1	105	1	100	96	105	33	105	100
CCOC(=O)CNC(=O)CSc1nnc(Cn2c(=O)sc3ccccc32)n1C	109	3	102	104	95	10	100	100
COc1cccc(N2CCN(C(=S)NCCc3ccccc3)CC2)c1	106	1	104	97	91	9	104	106
CCc1nnc(NS(=O)(=O)c2ccc(Nc3ccc4nonc4c3[N+](=O)[O-])cc2)s1	108	1	117	112	129	-2	107	107
Cn1cc(CN2C[C@H]3CC[C@H]2C3)c(-c2ccccc2F)n1	114	0	109	109	121	8	95	113
O=C(COC(=O)Cn1[nH]c(=O)c2ccccc2c1=O)Nc1ccc2c(c1)OCO2	100	7	101	98	107	-3	100	101
CC1CCCCN1C(=O)c1ccc(S(=O)(=O)N2CCCCC2C)cc1 (stereo not drawn)	100	3	99	105	99	-5	97	97
COC(=O)C1CCN(C(=O)CN2C(=O)NC(CCc3ccccc3)C2=O)CC1 (stereo not drawn)	108	4	109	111	106	-10	112	101
COc1ccc(C2CC(=O)Nc3sc(=N)c4c(N)c(C#N)c(N)nc4c32)cc1OC (stereo not drawn)	111	0	107	87	109	-1	103	105
CSc1ccc(C#N)cc1NC(=O)c1cccnc1Cl	336*[may fluoresce violet]	0	?	?	102	10	98[may fluoresce violet]	45*[may fluoresce violet]
CCc1nc(Nc2ccc(OC)cc2OC)c2oc3ccccc3c2n1	107	1	103	108	90	1	102	98
O=C(CN1C(=O)S/C(=C/c2ccc(N3CCOCC3)cc2)C1=O)N1CCOCC1	94	0	97	92	102	0	97	98
Cc1nn(-c2ccccc2Cl)c(Cl)c1/C=N/Nc1nc2ccccc2s1	92	0	98	87	89	-10	107	91
CCn1c(SCC(=O)NC(=O)NCc2ccco2)nc2sc(C)c(C)c2c1=O	117	5	112	114	88	13	116	107
COc1ccccc1N1CCN(CC(=O)Nc2ccc(CN3CCCCC3)cc2)CC1	100	0	105	100	87	17	100	101
O=C(O)CCC(=O)N(Cc1ccco1)c1nc(-c2ccccc2)cs1	101	1	100	104	119	-8	105	98
COc1ccccc1CC(=O)Nc1cc(Cl)ccc1O	108	5	105	109	92	4	113	101
CCOC(=O)CSc1nnc2n1C(C)(C)Cc1ccccc1-2	111	2	104	103	97	19	109	105

Next section
SMILES	MEP2 TOR yeast	GRK2 aptamer HTS	AGP1-GFP MLPCN	CIT2-GFP yeast	Yeast superoxide	VLA-4 inh	LAP4 TOR yeast	RPL19A-GFP yeast
COc1cccc(CN2CC(C(=O)NC3CCCCCC3)CCC2=O)c1 (stereo not drawn)	102	2	94	101	91	3	91	99
CCOc1ccc(NC(=O)CCSc2nc3c(c(CC)c2C#N)C(=O)CC(C)(C)C3)cc1	99	5	104	102	91	-2	97	99
Nc1c(C(=O)c2ccc(Cl)cc2)oc2ccccc12	109	0	99	103	109	5	99	106
CN(C)CCOC(=O)c1sc2ccccc2c1Cl	102	0	100	108	88	12	103	114
Cc1ccc(/C=C/C(=O)Nc2nc3ccccc3[nH]2)cc1	97	1	97	96	82	1	100	104
COc1ccccc1C1=NN(C2=NN=C(N)Cc3ncnn32)C(O)(C(F)(F)F)C1 (stereo not drawn)	95	1	100	99	95	25	94	94
CCN(C(=O)COC(=O)c1cnccn1)c1cccc2ccccc12	109	0	114	104	88	4	121	107
Cc1ccc(S(=O)(=O)N2CCC(=O)N(C(COCc3cccc(C)c3)C(C)C)CC2)cc1 (stereo not drawn)	94	0	93	108	105	19	126	104
O=C(c1nnc(Cc2ccc(Cl)cc2)o1)N1CCc2ccccc2C1	104	0	105	104	95	2	106	103
COC(=O)c1scc2c(=O)cc(C(F)(F)F)[nH]c12	100	4	98	121	99	-9	101	110
O=C(CCN1C(=O)/C(=C/c2ccc(Cl)cc2)SC1=S)NCCCn1ccnc1	105	0	110	107	100	3	99	106
Cc1cc(C(=O)OCC(=O)Nc2ccc(F)c(F)c2)c(C)o1	104	0	102	103	79	50*	101	99
NS(=O)(=O)c1ccc(NC(=O)/C=C/c2ccc3c(c2)OCO3)cc1	96	1	101	102	98	9	102	96
CCOC(=O)N1CCC(NC(=O)CCC(=O)N2CCOc3ccc(Cl)cc32)CC1	102	0	104	106	99	2	97	99
COc1cc2c3c(c1OC)C1(C=CC(=NNC(N)=O)C=C1)CC3N(C(C)=O)CC2 (stereo not drawn)	108	0	125	126	96	-4	97	118
CCCCOc1cccc(C(=O)N(Cc2cccs2)C2CCS(=O)(=O)C2)c1 (stereo not drawn)	89	0	94	96	96	-6	84	93
Cc1cc(C(=O)CSc2nc3ccccc3c(=O)n2C)c(C)n1Cc1ccc2c(c1)OCO2	100	0	103	96	90	25	92	95
COc1ccccc1OCCCCNCCO	105	10	99	100	104	2	107	103
S=C(NCCc1ccc(Cl)cc1)NCc1ccco1	101	0	110	102	77	0	101	101
CCOC(=O)CN(C)S(=O)(=O)c1ccc(-c2cc(C(=O)OC)sc2C(F)(F)F)cc1	94	3	96	86	98	-2	101	97
C=CCOc1nc2c(c(=O)n(Cc3ccc(Cl)c(Cl)c3)c(=O)n2C)n1C	103	0	103	103	94	-13	126	103
COc1ccc(CC2(CO)CCN(Cc3nc(C(C)C)cs3)CC2)cc1	99	0	104	90	96	6	99	94
O=C(OCc1nc2ccccc2s1)c1cccc(S(=O)(=O)N2CCOCC2)c1	101	0	95	97	93	-5	96	95
CCOC(=O)/C=c1\s/c(=C\c2ccc(C#N)cc2)c(=O)n1CC(=O)NCc1ccco1	109	8	88	99	103	2	91	98
CSc1c(-c2ccccc2)nc2ccc(Cl)cc2c1C(=O)O	103	0	106	108	107	5	110	99

New compounds follow.
SMILES	MEP2 TOR yeast	GRK2 aptamer HTS	AGP1-GFP MLPCN	CIT2-GFP yeast	Yeast superoxide	VLA-4 inh	LAP4 TOR yeast	RPL19A-GFP yeast
COc1cc([N+](=O)[O-])ccc1NC(=O)CCCOc1cccc(C)c1C	103	1	97	85	124	6	110	100
CC(C)Cc1nc(Cl)c(C#N)c2c1CCC2	100	2	101	88	108	1	115	92
COc1cc(Cl)cc(/C=C/c2ccc3ccccc3n2)c1OC(C)=O	107	1	100	95	121	41	101	105
O=C(CCN1CCOCC1)NNC(=O)c1ccc([N+](=O)[O-])cc1[N+](=O)[O-]	109	0	106	97	144	7	117	100
Cc1ccccc1N=CC1=C(O)c2ccccc2C1=O	103	0	103	103	102	-3	110	101
CCn1c(SCC(=O)N2CCCCCC2)nc2c(c1=O)SCC2	93	2	85	90	105	8	73	105
COc1cc(C2NC(=S)NC(c3ccccc3)=C2C(C)=O)cc(Cl)c1OCC(=O)O (stereo not drawn)	108	2	112	100	108	-4	100	103
CCN(CC(=O)Nc1c(F)cccc1F)C(=O)c1cc(S(=O)(=O)N2CCOCC2)ccc1N1CCCC1	95	0	108	97	108	7	116	100
[O-]/C(=C(\C(=S)NCc1ccccc1)[n+]1ccccc1)c1ccc(Cl)cc1	94	5	96	.	99	-3	98	89
O=C(NCc1ccccc1)C(=O)NCC1CCCN1S(=O)(=O)c1cccs1 (stereo not drawn)	98	0	109	90	101	12	106	100
O=C1C=C(c2cccc3c2sc2ccccc23)C[C@@H](c2ccc(Cl)cc2)C1	83	0	99	98	124	-2	101	97
CCC(C)NC(=O)C(NS(=O)(=O)c1cccc2nsnc12)c1ccccc1 (stereo not drawn)	104	1	101	102	94	5	93	96
CCOC(=O)[C@@H]1[C@H]2COc3ccccc3[C@H]2N2C(=O)N(c3ccc(C)cc3)C(=O)[C@]12C	91	1	84	71	102	22	107	97
CCCCNC(=O)NS(=O)(=O)c1ccc(C(=O)OC)o1	96	1	106	101	78	15	100	106
CCOC(=O)C(C)Sc1ccc2nnc(CCNS(=O)(=O)c3ccc(C)cc3)n2n1 (stereo not drawn)	92	0	101	92	96	6	104	99
CCc1cccc2c(C(=O)C(NC(C)CC)c3ccccc3)c[nH]c12 (stereo not drawn)	100	0	92	97	96	27	93	97
CC(=O)Nc1cccc(NC(=O)CSc2ncc(C(=O)Nc3ccccc3)c(=O)n2C)c1	93	0	104	97	111	8	102	95
Cc1noc(C)c1CSCC(=O)Nc1nc2ccc(Oc3ccccc3)cc2s1	108	1	108	96	97	-12	128	101
Cc1nn(CCO)c(C)c1Oc1ccccc1O	96	0	93	94	91	33	91	92
Cc1cccc(OCc2nnc(NC(=O)c3cccs3)s2)c1	107	1	108	101	100	10	109	100
CCCc1cc(=O)[nH]c(SCC(=O)Nc2c(C)n(C)n(-c3ccccc3)c2=O)n1	107	2	99	109	124	-5	93	101
CC(NC(=O)CNC(=O)c1ccccc1F)c1ccc(-n2ccnc2)cc1 (stereo not drawn)	101	0	95	98	105	-15	96	99
CCc1ccc(Nc2nnc(SCC(=O)Nc3cccnc3Cl)s2)cc1	105	0	103	106	95	16	94	106
COc1ccc(C(c2nnnn2CS(=O)(=O)c2ccc(C)cc2)N2CCN(Cc3ccccc3)CC2)cc1 (stereo not drawn)	98	1	107	102	94	-12	101	99
Cn1c(=O)c2c(ncn2CC(=O)N/N=C/c2cn[nH]c2-c2ccc(F)cc2)n(C)c1=O	105	0	105	99	110	12	95	106

(next part)
SMILES	MEP2 TOR yeast	GRK2 aptamer HTS	AGP1-GFP MLPCN	CIT2-GFP yeast	Yeast superoxide	VLA-4 inh	LAP4 TOR yeast	RPL19A-GFP yeast
O=C(/C=C/c1ccc(Cl)cc1Cl)c1cccnc1	100	1	99	100	105	17	99	99
COc1cc(OC)cc(OC(=O)c2cccc(S(=O)(=O)N3CCN(C)CC3)c2)c1	99	2	106	91	105	16	109	99
CC(C)CC(=O)NN1CCCCC1	102	1	97	109	97	5	95	96
Cc1ccc(C(=O)OCCN2CCN(c3ncc(C(F)(F)F)cc3Cl)CC2)cc1	98	0	101	100	90	-3	98	98
CC(C)OC(=O)c1cc2c(ccn2-c2ccc(F)cc2)n1CC(=O)N1CCN(C(=O)c2ccco2)CC1	104	1	101	86	123	2	111	98
COC(=O)CSc1[nH]c2ccc(F)cc2c1[N+](=O)[O-]	100	2	66	83	90	6	102	97
COc1ccc(S(=O)(=O)N2CCCCCC2)cc1C(=O)N(C)Cc1cccc(OC)c1OC	112	0	98	97	99	1	101	93
CC(C)(C(=O)c1ccccc1)/[N+]([O-])=C/c1ccc(Br)cc1	89	60*	89	89	108	19	97	96
